# Screening results (PubChem)
# M18AAP inhibitor – PfM18AAP enzyme inhibition. AID 1822. inhibition, % at 7.35 µM. 1.2% of 290,000 active. recombinant PfM18AAP, H-Glu-NHMec fluorogenic cleavage;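 active = inhibition above the campaign mean inhibition over all tested compounds plus 3 SD, cut at about 28% in these data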;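 note: 0% = plate median of test compound wells and 100% = 2 mM ZnCl2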
# VIM-2 inhibitor – inhibitors of Pseudomonas aeruginosa VIM-2 metallo-beta-lactamase; inhibition, % at 5.6 µM; purified VIM-2, nitrocefin hydrolysis, epi-absorbance fluorescence; AID 1527; 0.89% of 290,000 active;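 active = inhibition above the mean of all tested compounds plus 3 SD, cutoff set per screening run, cut at about 7.5% in these data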;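 note: red hydrolysis product quenches plate fluorescence so inhibitors raise well fluorescence; 0% = enzyme with DMSO and 100% = DMSO without enzyme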
# IMP-1 inh – inhibitors of Pseudomonas aeruginosa IMP-1 metallo-beta-lactamase; 0.45% of 290,000 active; AID 1556; purified IMP-1, nitrocefin hydrolysis, epi-absorbance fluorescence; inhibition, % at 5.6 µM;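 active = inhibition above the mean plus 3 SD of all compounds in the same screening run, cut at about 4.5% in these data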;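 note: 0% = IMP-1 with DMSO and 100% = DMSO wells lacking enzyme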
#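 System: purified IMP-1 / Input: IMP-1 dispensed at 0.2 nM / Medium: 50 mM HEPES pH 7.1, 50 µM ZnSO4, 0.05% Brij 35 / Timing: 15 min enzyme–compound preincubation, then 25 min nitrocefin reaction, 25 °C / Technique: plate fluorescence quenching by hydrolysis product, ex 480/em 530 nm / Repeats: singlicate testing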
# NS3 helicase inh – blocks Hepatitis C virus NS3 helicase unwinding; inhibition, % at 10.9 µM; AID 1800; 0.56% of 290,000 active; NS3 helicase DNA unwinding, Cy5 molecular beacon fluorescence;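 active = inhibition above the mean of all tested compounds plus 3 SD, set per campaign, cut at about 35% in these data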;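 note: 0% = DMSO wells and 100% = thioflavine S control wells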
#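 Control set: DMSO versus 110 µM thioflavine S; Material: NS3 helicase fragment of HCV; Measured by: Cy5 fluorescence at 0 and 60 min, beacon hairpin quenching; Read-out basis: percent inhibition from t60/t0 fluorescence ratio; Times: reaction time 60 min, 25 °C; Repeats: single replicate; Compound dosing: single dose, 10.9 µM nominal final, DMSO 0.8% final.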
# p-CIP stab down – lowers stability of the mouse p/CIP coactivator protein | decrease of EGFP signal, % at 10 µM | 0.01% of 290,000 active | F442A p/CIP-EGFP cells, EGFP fluorescence, 16 h;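 active = EGFP signal decrease of at least 30% at 10 µM or well 3 SD below plate mean, unless failing retest; inactive = the rest, including hits failing retest or dose response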; note: some compounds called inactive have numbers as strong as hits; many of its hits are not listed in these tables
# Target sequence (Q05BA5 1-1403): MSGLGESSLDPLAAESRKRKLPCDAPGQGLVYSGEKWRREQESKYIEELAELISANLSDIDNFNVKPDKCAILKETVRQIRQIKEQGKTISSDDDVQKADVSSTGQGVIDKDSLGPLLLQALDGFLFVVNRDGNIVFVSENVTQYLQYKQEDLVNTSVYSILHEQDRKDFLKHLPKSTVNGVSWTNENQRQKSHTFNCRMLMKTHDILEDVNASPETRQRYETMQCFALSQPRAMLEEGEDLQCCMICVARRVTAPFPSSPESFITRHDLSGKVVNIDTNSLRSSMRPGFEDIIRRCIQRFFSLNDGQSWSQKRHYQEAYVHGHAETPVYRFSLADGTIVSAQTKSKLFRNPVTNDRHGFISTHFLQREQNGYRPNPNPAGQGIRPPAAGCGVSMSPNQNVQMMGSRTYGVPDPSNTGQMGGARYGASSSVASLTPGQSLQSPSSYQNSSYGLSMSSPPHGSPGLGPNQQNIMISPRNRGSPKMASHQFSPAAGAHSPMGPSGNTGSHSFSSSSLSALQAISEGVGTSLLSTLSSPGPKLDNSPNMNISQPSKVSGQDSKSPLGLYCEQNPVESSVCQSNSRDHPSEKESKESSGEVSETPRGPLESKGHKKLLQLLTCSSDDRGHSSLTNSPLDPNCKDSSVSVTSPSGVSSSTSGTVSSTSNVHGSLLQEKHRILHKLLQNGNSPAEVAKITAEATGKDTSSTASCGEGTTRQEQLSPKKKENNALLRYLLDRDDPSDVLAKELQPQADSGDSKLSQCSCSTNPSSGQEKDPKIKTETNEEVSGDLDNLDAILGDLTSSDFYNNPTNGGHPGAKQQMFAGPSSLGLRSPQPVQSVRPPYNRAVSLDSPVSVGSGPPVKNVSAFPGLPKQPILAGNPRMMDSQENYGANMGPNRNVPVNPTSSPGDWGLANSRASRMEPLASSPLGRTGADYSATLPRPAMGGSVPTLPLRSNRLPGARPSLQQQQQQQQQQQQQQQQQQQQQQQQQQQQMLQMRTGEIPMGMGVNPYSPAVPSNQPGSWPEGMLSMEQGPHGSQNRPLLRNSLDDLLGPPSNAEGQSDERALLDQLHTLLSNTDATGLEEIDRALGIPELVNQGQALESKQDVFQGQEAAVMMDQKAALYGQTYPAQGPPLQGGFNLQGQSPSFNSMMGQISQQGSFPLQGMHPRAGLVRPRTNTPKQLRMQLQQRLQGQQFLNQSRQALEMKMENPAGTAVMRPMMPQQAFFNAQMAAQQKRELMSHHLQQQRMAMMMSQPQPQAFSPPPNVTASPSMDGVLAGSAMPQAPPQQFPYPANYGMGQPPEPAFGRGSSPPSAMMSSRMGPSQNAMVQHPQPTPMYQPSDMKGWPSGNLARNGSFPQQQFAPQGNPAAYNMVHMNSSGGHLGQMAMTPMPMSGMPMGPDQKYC
# IDE act – IDE (human) activation, cell-based | P14735 | HEK cells, FAbeta-B cleavage, fluorescence polarization; 0% vehicle, 100% cell-free pure enzyme wells | activation, % at 5.96 µM | 0.073% of 340,000 active;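 active = activation above the mean of all tested compounds plus 3 SD, set per screening campaign, cut at about 17% in these data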
# UBC9 SUMO inh – inhibitors of human SUMOylation (UBC9) | inhibition, % at 35 µM | HTRF SUMOylation assay, SAE1/SAE2 + UBC9, in vitro | AID 2006 | P63279 | 0.36% of 290,000 active; in the data active = inhibition above about 50%, passing the limit was not always enough; note: strong numbers were not always called active
# FID counter – counter-screen for HCV NS3 helicase inhibitors: DNA intercalator displacement; DNA fluorescent intercalator displacement, fluorescence; 0.17% of 290,000 active; inhibition, % at 7.9 µM; in the data active = inhibition above about 37%;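 note: 0% = vehicle and 100% = reference compound; higher means more ethidium bromide displaced from hairpin DNA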
# IDE cell inh – cellular human IDE inhibition; 0.41% of 320,000 active; AID 434962; inhibition, % at 5.59 µM; P14735; HEK cells, FAbetaB cleavage, fluorescence polarization;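 active = percent inhibition above the average of all tested compounds plus 3 SD, set per screening campaign, cut at about 16% in these data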;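 note: IDE supplied by intact live HEK cells; FP after avidin binding of uncleaved biotin substrate so inhibition keeps polarization high; 0% = DMSO wells and 100% = 60 µM reference IDE inhibitor Ii1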
# The depositor's hits bear a star; x = not tested or not shown.
SMILES,M18AAP inhibitor,VIM-2 inhibitor,IMP-1 inh,NS3 helicase inh,p-CIP stab down,IDE act,UBC9 SUMO inh,FID counter,IDE cell inh
OC(CCNCCc1c[nH]c2ccccc12)C(F)(F)F (stereo not given),-17,-1.1,-1.7,9,1,2,14,1,3
CC(=O)N1CC(=O)Nc2ccc(Cl)cc2C1c1ccc(F)cc1 (stereo not given),-7,-2.3,-2.1,-5,-6,0,-16,-5,-1
O=c1c2ccccc2nc(/C=C/c2ccc(O)cc2)n1-c1cccc(O)c1,8,-2.8,-3.7,-3,-15,-148,23,-14,83*
O=C(O)C(O)(c1ccccc1)C1CCCC1 (stereo not given),-5,-2.8,-2.9,5,0,2,-14,1,4
CC(Cc1ccccc1)[n+]1cc(/N=C(\N)[O-])on1 (stereo not given),-1,-1.5,-3.6,3,-18,-1,12,-4,10
Cc1cccn2c(=O)c3c(nc12)N1CCCCC1C1(C3)C(=O)N(C)C(=O)N(C)C1=O (stereo not given),-11,-1.9,-2.4,-12,-8,x,18,-31,2
Cc1ccc(N2C(=O)NC(=O)/C(=C\c3ccc([N+](=O)[O-])o3)C2=O)cc1,1,-2.6,-0.8,7,-8,x,44,-14,3
COc1cc(C=C2C(=O)NC(=O)NC2=O)ccc1O,14,-2.0,-1.6,6,3,-1,11,3,-1
O=S(=O)(c1ccc(F)cc1)N1CCCCC1c1cccnc1 (stereo not given),-3,-0.3,-2.0,6,-7,2,15,-6,3
O=C(O)c1cn(Cc2ccccc2)nc1-c1ccccc1,4,-2.9,-2.4,-3,-3,0,-4,0,-9
CC1=C2C(=O)C3C(CC=C4CC(OC5OC(O)C(O)C(O)C5CO)CCC43C)C2CCC12OC1CC(C)CNC1C2C (stereo not given),-11,-1.1,-2.0,-2,-11,-3,19,-3,5
COc1ccccc1OCC#CCN1CCCCCC1,-3,0.0,0.0,-7,4,0,11,2,2
COc1ccc(S(=O)(=O)N2CC3CC(C2)c2cccc(=O)n2C3)cc1 (stereo not given),-1,0.8,-2.4,-9,-31,1,8,0,-7
COc1ccc(-n2c(Cc3cccc([N+](=O)[O-])c3)nc3ccccc3c2=O)cc1,-1,-0.3,-1.8,0,-5,6,-17,-7,3
O=c1[nH]c(CN2CC=C(c3ccccc3)CC2)nc2scc(-c3cccs3)c12,-5,-1.6,-1.6,-46,-6,0,28,-2,6
Cc1ccc(C)c(CN2CCC(n3nnc4cc(F)ccc43)CC2)c1,2,-1.5,-4.1,2,-13,4,-7,2,3
O=c1[nH]c(=O)n(-c2cccc3ccccc23)c(O)c1C=NCc1ccc2c(c1)OCO2,9,-2.8,-4.6,1,-4,0,-14,-21,6
CCCCCn1c(=O)c(C(=O)Nc2ccccn2)c(O)c2ccccc21,-7,0.5,-1.7,-5,-9,-1,-4,-5,-3
Cc1ccccc1-n1c(O)c(/C=C2/C(c3ccccc3)=Nc3ccccc32)c(=O)[nH]c1=O,8,1.9,-0.2,26,0,2,-2,-8,9
COC(=O)C(O)(c1c[nH]c2ccccc12)C(F)(F)F (stereo not given),3,-0.8,-1.4,-6,-10,-1,6,4,4
COc1ccccc1OCCCn1cc(C(=O)c2ccco2)c2ccccc21,-8,-1.3,-6.3,-18,-2,-3,-10,-21,0
CN(CCc1ccccc1)Cc1ccccc1[N+](=O)[O-],0,-4.8,-3.7,-6,5,5,7,1,-1
COc1ccc(CCC(=O)N2C[C@H]3C[C@@H](C2)c2cccc(=O)n2C3)cc1,-3,-2.1,-4.0,-4,1,-4,9,-12,3
Clc1ccc(C2NCCc3[nH]cnc32)cc1 (stereo not given),2,-2.4,-1.2,-18,-3,2,-8,6,-6
c1ccc(P(c2ccccc2)c2ccccn2)cc1,-4,-0.9,-3.3,-14,-13,7,16,-1,0

# Individual results from the entries so far:
# CCCCCn1c(=O)c(C(=O)Nc2ccccn2)c(O)c2ccccc21 @ NS3 helicase inh: -5
# Cc1ccc(C)c(CN2CCC(n3nnc4cc(F)ccc43)CC2)c1 @ IDE act: 4
# COc1cc(C=C2C(=O)NC(=O)NC2=O)ccc1O @ FID counter: 3
# c1ccc(P(c2ccccc2)c2ccccn2)cc1 @ p-CIP stab down: -13
# Cc1ccc(N2C(=O)NC(=O)/C(=C\c3ccc([N+](=O)[O-])o3)C2=O)cc1 @ IDE cell inh: 3
# O=c1[nH]c(=O)n(-c2cccc3ccccc23)c(O)c1C=NCc1ccc2c(c1)OCO2 @ p-CIP stab down: -4

# Record cards, from the list above. Order of screens: M18AAP inhibitor	VIM-2 inhibitor	IMP-1 inh	NS3 helicase inh	p-CIP stab down	IDE act	UBC9 SUMO inh	FID counter	IDE cell inh
# CC(Cc1ccccc1)[n+]1cc(/N=C(\N)[O-])on1 (stereo not given) reads -1	-1.5	-3.6	3	-18	-1	12	-4	10
# O=C(O)c1cn(Cc2ccccc2)nc1-c1ccccc1 reads 4	-2.9	-2.4	-3	-3	0	-4	0	-9
# COc1ccccc1OCC#CCN1CCCCCC1 reads -3	0.0	0.0	-7	4	0	11	2	2

# (cont.)
SMILES,M18AAP inhibitor,VIM-2 inhibitor,IMP-1 inh,NS3 helicase inh,p-CIP stab down,IDE act,UBC9 SUMO inh,FID counter,IDE cell inh
Fc1cccc(C2NCc3ccccc3-n3cccc32)c1 (stereo not given),-3,-0.9,-1.3,-1,2,-1,4,3,2
CCn1cc(C=C2C(=O)N(C)C(=O)N(C)C2=O)c2ccccc21,7,5.8,2.7,0,-3,-2,6,-9,2
COCCNC(=O)c1c(NC(=O)c2ccco2)n(Cc2ccccc2)c2nc3ccccc3nc12,5,-1.5,-1.6,8,-34,-5,99,-14,0
CC(=O)N(C1=NCCCS1)c1ccccc1F,0,-1.8,-0.3,2,-7,-4,-11,-2,4
CC(=O)c1c(O)n(C2CCCCCC2)c(=O)[nH]c1=O,-1,-2.3,-2.7,33,-2,8,7,-40,8
Cn1c(=O)cc(SCC(=O)N2CCC3(CC2)OCCO3)c2ccc(Cl)cc21,1,-0.3,1.4,-3,19,-1,-4,-10,1
Nc1ccccc1C(=O)OCC(=O)c1ccc2c(c1)OCCO2,-15,1.9,-1.6,6,-4,-6,-1,-8,0
O=c1c2ccccc2nc(-c2ccccc2)n1-n1cccc1,2,-4.2,-4.3,4,1,2,-19,-5,-1
COc1ccc(-n2c(O)c(C(C)=NCC3CCCO3)c(=O)[nH]c2=O)cc1 (stereo not given),-8,0.0,-0.8,-6,-15,4,24,-8,-1
O=C(CN1CC=C(c2ccccc2)CC1)NC(=O)NC1CCCCC1,-8,-2.2,-1.6,26,-2,-4,-4,-7,-3
CC(C)n1c(=O)c(C=Nc2ccc(Br)cc2)c(O)n(Cc2ccco2)c1=O,1,-2.8,-4.2,45*,-34,-4,48,-26,0
COc1cc2[nH]c(=O)n(-c3cccc(Cl)c3)c(=O)c2cc1OC,8,-1.4,-3.5,9,0,5,16,-7,4
O=C1NC(=O)[C@]2(Cc3ccccc3N3CCN(c4ccccc4)CC32)C(=O)N1Cc1ccccc1 (stereo not given in full),13,-3.3,-2.9,8,3,6,7,-39,1
Cc1cc(/C=C2/C(=O)NC(=O)N(Cc3ccco3)C2=O)c(C)n1-c1ccccc1,12,-1.3,-3.5,50*,-6,-4,46,-23,7
O=C1NC(=S)N(c2ccc(F)cc2)C(=O)/C1=C/c1ccco1,7,-3.2,-2.0,35,-10,x,66*,-8,3
Cc1c(NP(=O)(C(C)(C)C)C(C)(C)C)c(=O)n(-c2ccccc2)n1C,-2,-4.7,-2.8,2,-7,8,-7,2,1
OC1CCCCC1N1CCC(c2ccccc2)CC1 (stereo not given),1,-1.0,-4.2,-2,-3,4,11,1,0
COc1ccc(C=O)cc1O,8,-1.8,-2.6,3,1,4,-8,1,-5
c1ccc2c(CN3CCCCCCC3)c[nH]c2c1,1,-0.1,-1.4,-9,-8,-1,-9,8,3
COc1ccc(-n2c(O)c(C=NCCN(C)C)c(=O)[nH]c2=O)cc1,-4,-3.0,-1.4,-2,-6,-4,19,-7,4
CC(C)(C)n1cccc1/C=C1\C(=O)NC(=O)N(c2ccccc2)C1=O,6,-3.1,-4.3,-2,-6,-4,9,-12,6
Cn1c(O)c(C=Nc2ccc(Cl)cc2)c(=O)n(C)c1=O,10,0.2,-0.1,-10,-6,6,-28,-2,2
c1ccc(NC2=NCCCS2)cc1,-9,-3.5,-5.5,21,3,2,-1,-3,x
O=C(O)C1CSC(c2cccnc2)N1 (stereo not given),22,-1.1,-3.1,-1,-3,-3,12,1,10
CCOC(=O)c1[nH]c2ccc(OC)cc2c1C(SCC(=O)O)c1ccc(C(F)(F)F)cc1 (stereo not given),2,-5.1,3.0,-42,-4,1,14,-15,5
c1ccc2c(CN3CCN(C4CCCCC4)CC3)c[nH]c2c1,15,1.6,1.2,-16,-6,0,-1,13,2
O=C(c1cccc(C(F)(F)F)c1)C1CCCN(Cc2ncc[nH]2)C1 (stereo not given),3,-5.6,-1.8,-18,-8,x,4,3,0
COc1ccc2nc(/N=C/c3c(O)n(-c4cccc(Cl)c4)c(=O)[nH]c3=O)sc2c1,13,-3.4,-1.2,7,-46,-3,-12,-9,5
O=C(CSC1c2ccccc2-c2ccccc21)N/N=C/c1ccccc1C(=O)O,-5,-4.7,-2.8,11,-5,-4,19,-37,-4
NC(=O)CN1CCCC1=O,-7,-2.3,-0.6,-2,-9,4,26,-9,-1

# Shown bar-delimited: part of the list above.
mol | M18AAP inhibitor | VIM-2 inhibitor | IMP-1 inh | NS3 helicase inh | p-CIP stab down | IDE act | UBC9 SUMO inh | FID counter | IDE cell inh
Cn1c(=O)cc(SCC(=O)N2CCC3(CC2)OCCO3)c2ccc(Cl)cc21 | 1 | -0.3 | 1.4 | -3 | 19 | -1 | -4 | -10 | 1
Nc1ccccc1C(=O)OCC(=O)c1ccc2c(c1)OCCO2 | -15 | 1.9 | -1.6 | 6 | -4 | -6 | -1 | -8 | 0

# Two entries from above, as labelled records:
SMILES: Cc1ccc(N2C(=O)NC(=O)/C(=C\c3ccc([N+](=O)[O-])o3)C2=O)cc1
  M18AAP inhibitor: 1
  VIM-2 inhibitor: -2.6
  IMP-1 inh: -0.8
  NS3 helicase inh: 7
  p-CIP stab down: -8
  IDE act: x
  UBC9 SUMO inh: 44
  FID counter: -14
  IDE cell inh: 3
SMILES: COc1cc(C=C2C(=O)NC(=O)NC2=O)ccc1O
  M18AAP inhibitor: 14
  VIM-2 inhibitor: -2.0
  IMP-1 inh: -1.6
  NS3 helicase inh: 6
  p-CIP stab down: 3
  IDE act: -1
  UBC9 SUMO inh: 11
  FID counter: 3
  IDE cell inh: -1

# These rows are one share of the data, so the mix of outcomes need not match the whole.
